tuberculosis growth: growth inhibition of non-replicating M. tuberculosis (AID 488890); Mycobacterium tuberculosis non-replicating, growth inhibition; higher % means a stronger effect; 0.39% of 320,000 active; inhibition, % at 25 µM, or IC50 in µM where a hit was titrated; in the data active means a potency from the dose series; inconclusive means inhibition mostly from about 82% at the one dose, without a potency; inactive means the rest, 99 in 100 with inhibition below about 76%;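 further: plate controls were DMSO cells for no effect and high antibiotic wells for full effect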
H37Rv inhibition: M. tuberculosis growth inhibition, HTS (AID 449762). M. tuberculosis H37Rv growth inhibition, 7H9 media; higher % means a stronger effect. inhibition, % at 25 µM, or IC50 in µM where a hit was titrated. 0.59% of 330,000 active; in the data active means a potency from the dose series; inconclusive means inhibition above about 70% without an active follow-up result;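 further: bacterial growth assessed after seven days of incubation; strong numbers were not always called active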
PhoP GFP inhibition: PhoP regulon inhibitors, Salmonella typhi PhoP promoter GFP reporter, confirmatory (AID 1850). 0.33% of 310,000 active. Salmonella Typhi PhoP-promoter GFP reporter, fluorescence, 4 h; higher % means a stronger effect. one-dose inhibition, % at 50 µM; IC50 in µM for titrated hits; in the data active means a potency from the dose series; inconclusive means inhibition mostly from about 25% at the one dose, without a potency; inactive means the rest, 99 in 100 with inhibition below about 19%;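 further: 0% = induced wells with vehicle and 100% = uninduced wells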
H1N1 NS1A inhibition: H1N1 influenza NS1A inhibitors, functional cell based assay (AID 504329); NS1A functional cell-based assay, percent inhibition; higher % means a stronger effect; inhibition, % at 12.5 µM; hits with a dose series show IC50 in µM; 0.3% of 340,000 active; in the data active means a potency from the dose series; inconclusive means inhibition above about 27% without an active follow-up result; further: strong numbers were not always called active
inhibitors of VEEV: inhibitors of VEEV TC-83 cytopathic effect, confirmation, Vero cells (AID 588727); Vero cells, VEEV TC-83 cytopathic effect inhibition; higher % means a stronger effect; one-dose inhibition, % at 20 µM; IC50 in µM for titrated hits; 0.13% of 350,000 active; in the data active means a potency from the dose series; inconclusive means inhibition mostly from about 14% at the one dose, without a potency; inactive means the rest, 99 in 100 with inhibition below about 12%; further: strong numbers were not always called active
inhibitors of VEEV 10K pilot screen: recorded beside inhibitors of VEEV, whose call it bears; inhibition, %; measured here: 10K pilot screen inhibition
* marks the source's active call; other numbers are inactive results; i = inactive; ? = inconclusive; . = no result given. No enrichment for hits; any-hit rate near 1.5%.

SMILES	tuberculosis growth	H37Rv inhibition	PhoP GFP inhibition	H1N1 NS1A inhibition	inhibitors of VEEV	others
CCn1cc(C2=NC(CCSC)CO2)c2ccccc21 (centres undefined)	-10%	-3%	6%	-6%	i
COc1ccccc1N(CCC#N)C(=O)COC(=O)CCC(=O)c1ccc(F)cc1	-5%	-10%	.	4%	0.2%
Cc1ccc(NC(=O)C(C)OC(=O)c2ccc(Cl)nc2)cc1S(=O)(=O)N1CCOCC1 (centres undefined)	9%	10%	5%	5%	0.2%
Cc1ccc(NNC(=O)c2c(F)cccc2Cl)cc1C	-1%	?	-8%	-19%	i
Cc1cccc(/C(N)=N/OC(=O)CCC2CCCCC2)c1	43%	4%	-4%	-22%	i
Nc1ccccc1SCC(=O)Nc1nccs1	-13%	6%	8%	-3%	3.0%
COc1ccccc1NS(=O)(=O)c1ccc(S(=O)(=O)N2CCOCC2)cc1	0%	3%	-9%	-11%	i
Cc1ccc(O)c(C2=NCCNC(C(F)(F)F)=C2)c1	5%	11%	-6%	6%	i
C=CCn1c(COc2cccc3ccc(C)nc23)nnc1SCC(=O)OC	7%	-2%	10%	-10%	i
Cc1ccc(CNc2ccc(N3CCOCC3)cc2)cc1	1%	-2%	1%	23%	i
C#CCOc1nc(Nc2cccc([N+](=O)[O-])c2)nc(OCC#C)n1	18%	42%	-10%	-4%	9.1%
CCOC(=O)c1ccc(S(=O)(=O)N2CCN(C(=O)c3cc(=O)c4ccccc4o3)CC2)cc1	-14%	-1%	9%	-4%	1.9%
COC(=O)c1sccc1NC(=O)c1cc(OC)c(OC)c(OC)c1	-9%	-1%	5%	1%	1.6%
CC(=O)c1ccc(N2CCC(c3cc(-c4ccc(Cl)cc4)n[nH]3)CC2)c([N+](=O)[O-])c1	24%	-2%	17%	5%	i
COc1cccc(C(=O)Nc2sc3c(c2C#N)CCN(C(C)=O)C3)c1	29%	1%	15%	-10%	0.8%

Next part; the last three above are carried over.
SMILES	tuberculosis growth	H37Rv inhibition	PhoP GFP inhibition	H1N1 NS1A inhibition	inhibitors of VEEV	others
COC(=O)c1sccc1NC(=O)c1cc(OC)c(OC)c(OC)c1	-9%	-1%	5%	1%	1.6%
CC(=O)c1ccc(N2CCC(c3cc(-c4ccc(Cl)cc4)n[nH]3)CC2)c([N+](=O)[O-])c1	24%	-2%	17%	5%	i
COc1cccc(C(=O)Nc2sc3c(c2C#N)CCN(C(C)=O)C3)c1	29%	1%	15%	-10%	0.8%
N/C(=N\OC(=O)c1cc(Cl)ccc1Cl)c1ccccn1	32%	30%	-6%	2%	6.7%
COc1ccc(Cl)cc1NC(=O)c1cccc(-n2cnnn2)c1	.	.	.	-7%	5.2%
CCNC(=S)N1CCC(NC(=O)C2CCCCC2)CC1	5%	-4%	2%	14%	i
NC(=O)c1nccc2ccccc12	.	.	.	-7%	i
CCCC(=O)NC(c1ccco1)c1cc([N+](=O)[O-])c2cccnc2c1O (centres undefined)	?	1%	39µM*	5%	9.5%
O=C1CCCC(O)=C1N=Nc1ccc2ncsc2c1	-1%	3%	14%	-3%	3.5%
CCN(CC(=O)Nc1ccccc1OC)C(=O)c1ccc(NC(=O)c2cccs2)cc1	33%	4%	.	-3%	7.7%
O=C(O)Cc1ccc(O)cc1	-17%	2%	14%	2%	1.4%
C[C@H](CO)N1C[C@H](C)[C@@H](CN(C)C(=O)Nc2ccccc2)Oc2ccc(NC(=O)Cn3cnnn3)cc2C1=O	-4%	2%	.	-3%	0.5%
CN(C(=O)c1ccc2c(c1)S(=O)(=O)N=C1CCCCCN12)c1ccccc1	-8%	0%	6%	6%	2.0%
COc1ccc(S(=O)(=O)N2CCCN(Cc3cccc(F)c3)CC2)cc1	5%	2%	-5%	11%	0.3%
CN(C)S(=O)(=O)c1ccc(C(=O)Nc2ccnn2C2CCCCC2)cc1	2%	-11%	0%	5%	i
O=S(=O)(c1ccc(F)cc1)n1ccc(-c2cnc(-c3ccccc3)s2)n1	17%	-9%	-9%	8%	7.1%
CCC1CCCCN1CCCNC(=O)c1cc2c(=O)oc3ccc(C)cc3c2s1 (centres undefined)	34%	9%	-18%	6%	5.9%
COc1cc(/C=C/C(=O)c2ccc3c(c2)OCCO3)cc(OC)c1OC	35%	4%	-6%	-4%	8.2%
O=c1c(C(c2ccc(F)cc2)c2c(O)nc3n(c2=O)CCCS3)c(O)nc2n1CCCS2	-8%	2%	-9%	1%	i
CC1(C)CC(=O)C2=C(C1)C(c1cn(-c3ccccc3)nc1-c1ccccc1)C(C#N)=C(N)O2 (centres undefined)	?	10%	-3%	-4%	1.4%
COCCNC(=O)c1sc2ncn(CC(=O)N3CCCCC3)c(=O)c2c1C	-7%	-1%	13%	-5%	0.8%
CC(=O)N1CCN(CC(O)COc2ccc(Br)cc2)CC1 (centres undefined)	0%	-2%	2%	-18%	1.0%
Cc1noc(C(=O)Nc2ccccc2C(F)(F)F)c1Cl	1%	-2%	-1%	-4%	2.8%
CO/N=C/C(=N\Nc1ccc(OC)cc1)C(=O)c1ccc(OC)cc1	7%	6%	0%	8%	1.9%
O=C(c1cc(-c2ccc(Cl)s2)nc2ccccc12)N1CCOCC1	37%	?	-6%	-6%	7.7%
O=C(O)CNC1c2ccccc2CSc2ccccc21 (centres undefined)	0%	-7%	7%	.	i
O=C(CCC(=O)OCc1cccc([N+](=O)[O-])c1)Nc1ccccc1Cl	-2%	-3%	3%	-4%	0.6%
Cc1ccc(NC(=O)CNC(=O)c2cccc(Cl)c2)nc1	3%	-1%	-9%	-7%	0.6%
Cc1cc(C)nc(NS(=O)(=O)c2ccc(NC(=O)C(C)Oc3ccccc3F)cc2)n1 (centres undefined)	-16%	-4%	3%	10%	0.2%
CC(C)(C)NC(=O)C(c1ccncc1)N(C(=O)c1csnn1)c1ccccc1 (centres undefined)	-1%	-15%	-8%	-4%	i
Nc1ccccc1-c1nnn(CC(=O)Nc2ccc3c(c2)OCCO3)n1	2%	-11%	4%	9%	1.2%
CN(CC(=O)N1CCN(c2ccccc2)CC1)S(=O)(=O)c1cnc[nH]1	10%	-1%	17%	4%	1.1%
O=C(NC(=O)c1cccc(F)c1)Nc1nc(-c2ccc(F)cc2)cc(C(F)(F)F)n1	4%	1%	-3%	9%	0.5%

Pulled one by one from above (2):
SMILES	tuberculosis growth	H37Rv inhibition	PhoP GFP inhibition	H1N1 NS1A inhibition	inhibitors of VEEV	others
O=C(O)CNC1c2ccccc2CSc2ccccc21 (centres undefined)	0%	-7%	7%	.	i
Cc1ccc(NC(=O)CNC(=O)c2cccc(Cl)c2)nc1	3%	-1%	-9%	-7%	0.6%

Further compounds.
SMILES	tuberculosis growth	H37Rv inhibition	PhoP GFP inhibition	H1N1 NS1A inhibition	inhibitors of VEEV	others
COc1ccccc1/C=C1\SC(=S)N(CC(=O)NC2CCS(=O)(=O)C2)C1=O (centres undefined)	-2%	-5%	-10%	8%	i
COc1ccc(CN(C)C(=O)c2cc(S(=O)(=O)Nc3ccccc3F)ccc2C)c(OC)c1	24%	4%	-9%	-8%	10%
O=C(/C=C/c1ccccc1)OCCN1C(=O)c2ccccc2C1=O	22%	0%	7%	-7%	1.1%
Cc1ccc(/C=N/NC(=O)c2c[nH]c3ccccc23)o1	32%	-2%	19%	-10%	1.4%
O=C(c1ccccc1)C(O)c1ccccc1 (centres undefined)	-9%	-13%	.	-4%	1.4%
O=C1[C@@H]2[C@H](Cc3ccc(O)cc3)N[C@]3(C(=O)Nc4ccccc43)[C@@H]2C(=O)N1c1ccc(F)cc1	32%	6%	-1%	2%	3.0%
CCC(C)[C@H](NS(=O)(=O)c1ccc(C)cc1)C(=O)N1CCC(C(=O)N2CCC(C(N)=O)CC2)CC1 (some centres undefined)	7%	-3%	16%	-3%	0.4%
Cc1cc(=O)n(C)c(=O)n1CCCCCOc1cccc([N+](=O)[O-])c1	2%	6%	0%	4%	0.3%
CCc1ccc(C2CC(c3cccc(Cl)c3)n3nc(N)nc3N2)cc1 (centres undefined)	73%	6%	-2%	-4%	0.8%
C[C@@H]1CN([C@@H](C)CO)C(=O)Cc2cc(NC(=O)Nc3cccc4ccccc34)ccc2O[C@@H]1CN(C)S(C)(=O)=O	20%	7%	.	12%	0.7%
CCOC(=O)C1CCCN(CCC(=O)Nc2cccc(Cl)c2C)C1 (centres undefined)	8%	-18%	-5%	-12%	0.2%
CC(=O)c1c(C)[nH]c(C(=O)OCCCCN2C(=O)c3ccccc3C2=O)c1C	-2%	-1%	-2%	9%	6.0%
CCCNC(=O)c1cccc(S(=O)(=O)N2CC3(C)CC2CC(C)(C)C3)c1 (centres undefined)	0%	0%	6%	-9%	0.9%
CC(C)(C)N=Cc1c(O)ccc2oc3c(c12)CCCC3	3%	3%	-10%	3%	0.3%
CN(C)CCCn1c(N)c(C#N)c2nc(C#N)c(C#N)nc21	16%	2%	-19%	-13%	0.2%
Oc1ccc(Cl)cc1CNc1nccs1	30%	5%	2%	15%	1.1%
COc1cccc(-n2ccnc2SCC(=O)Nc2ccccc2)c1	3%	-4%	-3%	6%	8.7%
COC(=O)c1ccc(NC(=O)c2ccc(NC(=O)c3ccco3)cc2)cc1	9%	-2%	-1%	-4%	i
COc1ccc(S(=O)(=O)N/N=C\c2ccc(OC)c(COc3ccc(C)cc3[N+](=O)[O-])c2)cc1	-2%	-2%	-8%	3%	1.6%
O=C(NCc1n[nH]c(=S)n1-c1ccc(Cl)c(Cl)c1)c1cccs1	0%	-3%	0%	-1%	0.6%
O=C(CSc1nnc(CNC(=O)c2cccs2)o1)Nc1cccc(Cl)c1	10%	-6%	-9%	4%	i
CC1SC(C)C(=O)N(CC(=O)Nc2ccc([N+](=O)[O-])cc2)C1=O (centres undefined)	0%	-3%	2%	9%	0.3%
Cc1onc(-c2ccccc2)c1C(=O)OCC(=O)Nc1cccc(Cl)c1	33%	-10%	.	-9%	7.9%
COc1ccc(OC)c(/C(O)=C/C(=O)C(=O)Nc2cc(C)cc(C)c2)c1	53%	3%	-10%	-10%	3.1%
O=C(NCC1COCCO1)c1cc(COc2ccc(F)cc2F)on1 (centres undefined)	-12%	-1%	1%	-10%	i
CCCn1c(SCC(=O)N2CCN(CC)CC2)nc2c1c(=O)n(C)c(=O)n2C	5%	10%	3%	13%	0.1%
O=C(Cc1ccccc1)Nc1ccc2c(c1)OC1(CCCC1)O2	60%	4%	.	0%	4.6%
COc1ccc(CCNC(=O)C2CCN(C(=O)c3ccc([N+](=O)[O-])cc3)CC2)cc1	-2%	4%	-2%	-4%	0.7%
O=C(NCC1CCCO1)C1CCCN1C(=O)NC1CCCCC1 (centres undefined)	-8%	-5%	-2%	-3%	0.5%
Cc1cc(C)c2nc(SCCc3ccccc3)nc(C)c2c1	-2%	63%	-5%	-1%	1.0%
Cn1c(Cn2c(=O)sc3ccccc32)nnc1SCC(=O)NCc1ccccc1	-8%	-3%	6%	0%	1.1%
COc1ccc(N2CCN(C(=O)C3CCCN(S(=O)(=O)c4ccc5c(c4)oc(=O)n5C)C3)CC2)cc1 (centres undefined)	18%	2%	-4%	1%	i
COc1ccc2c(C)c(Cl)c(=O)oc2c1	5%	-6%	-11%	13%	0.9%
CC(=O)Nc1ccc(NC2=CC(=O)c3ccccc3C2=O)cc1	-3%	4%	-5%	-23%	i
CC(=O)O[C@@]12CO[C@@H]1C[C@@H](O)[C@@]1(C)C(=O)[C@H](O)C3=C(C)[C@@H](OC(=O)[C@H](O)[C@@H](NC(=O)c4ccccc4)c4ccccc4)C[C@@](O)([C@@H](OC(=O)c4ccccc4)C12)C3(C)C (some centres undefined)	75%	6%	17%	-7%	i
COc1ccc(C)cc1S(=O)(=O)N(C)CC(=O)N1CCC(C(N)=O)CC1	-19%	-7%	4%	4%	i
O=C(c1ccc(CS(=O)(=O)c2c(Cl)cccc2Cl)o1)N1CCN(c2ccccn2)CC1	20%	-5%	-9%	2%	8.7%
COc1cccc(OCC(=O)O/N=C(\N)c2ccc(OC)c(OC)c2)c1	9%	-1%	-8%	11%	0.8%
COC(=O)c1ccc(C(=O)OC)c(NC(=S)N2CCN(c3cccc(Cl)c3)CC2)c1	?	61%	-5%	24%	1.6%
COc1ccc(Cl)cc1-c1nc(-c2ccc(NC(=O)c3ccncc3)cc2)no1	6%	5%	3%	-2%	i
CCOc1ccc(N(CC(=O)Nc2ccccc2C(=O)NC(C)CC)S(C)(=O)=O)cc1 (centres undefined)	-1%	-3%	3%	13%	0.3%
COc1ccc(CCNC(=O)CSc2nnc(CNC(=O)c3ccccc3F)o2)cc1OC	6%	-3%	6%	5%	2.7%	inhibitors of VEEV 10K pilot screen=0.8
